Cdc42 wt GTP = changes GTP binding to wildtype human Cdc42 | P60953 | GST-Cdc42 beads, Bodipy-GTP binding, flow cytometry; actives lie on both sides | percent activity (GTP binding), % at 10 µM | 0.2% of 190,000 active;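 active means percent activity GTP binding at least 20 points away from the 100% baseline, either down as inhibitor or up as activator; inconclusive means compound flagged as likely green fluorescent from well-wide comparison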;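 further: median bead fluorescence of bound Bodipy-FL-GTP at 100 nM; 0% = excess unlabeled GTP control and 100% = no compound control; below 100% means less GTP binding so inhibitor and above means activator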
Target sequence (P60953 whole entry, looked up): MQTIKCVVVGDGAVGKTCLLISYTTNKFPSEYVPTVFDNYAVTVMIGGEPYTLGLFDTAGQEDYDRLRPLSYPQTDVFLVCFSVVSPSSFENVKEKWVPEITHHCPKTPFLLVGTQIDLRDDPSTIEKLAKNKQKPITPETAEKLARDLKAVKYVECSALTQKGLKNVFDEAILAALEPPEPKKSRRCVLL
Rab7 wt GTP bind = alters GTP binding to wildtype dog Rab7. GST-Rab7 beads, fluorescent GTP binding, flow cytometry; actives lie on both sides; untreated = 100%, excess cold GTP = 0%. 0.055% of 190,000 active. GTP binding activity (percent of control), % at 10 µM;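 active means fluorescent GTP binding to Rab7 beads changed by at least 20 points from the 100% baseline, either direction, mostly lower; inconclusive means compound itself probably fluorescent, or too few beads counted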;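 further: median green fluorescence of bound Bodipy-FL-GTP per Rab7 bead population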
Rac1 wt GTP bind = alters GTP binding to wildtype human Rac1; P63000; GST-Rac1 beads, fluorescent GTP binding, flow cytometry; actives lie on both sides; 0 = cold GTP competed, 100 = untreated; GTP binding activity (% of control), % at 10 µM; 0.27% of 190,000 active; AID 757;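 active means GTP binding activity at least 20 points away from the 100% control level, either lower or higher; inconclusive means compound flagged as likely green fluorescent, judged across all proteins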
Bim-Bcl-XL = disrupts Bim peptide binding to human Bcl-XL; 0.04% of 190,000 active; Q07817; AID 1007; bead flow cytometry, fluorescence; inhibition, % at 10 µM
Target sequence (Q07817 whole entry, looked up): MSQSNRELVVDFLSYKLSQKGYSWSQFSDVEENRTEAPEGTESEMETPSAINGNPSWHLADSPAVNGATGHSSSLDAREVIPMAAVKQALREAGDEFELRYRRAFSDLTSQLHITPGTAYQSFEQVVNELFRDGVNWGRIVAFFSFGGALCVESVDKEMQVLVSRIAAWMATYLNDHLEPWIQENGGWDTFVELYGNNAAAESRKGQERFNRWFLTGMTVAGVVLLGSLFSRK
Bcl-2 Bim block = inhibitors of Bim-Bcl-2 interaction, human. P10415. inhibition, % at 10 µM. Bead-based flow cytometry, Bim peptide-Bcl-2 binding. 0.06% of 190,000 active; in the data active means inhibition above about 40%; inconclusive means no clear call, values can overlap the other calls;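 further: 0% = no compound wells with probe peptide and 100% = reference peptide inhibitor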
Rac1 act GTP bind = alters GTP binding to activated mutant human Rac1; 0.11% of 190,000 active; percent activity (GTP binding), % at 10 µM; GST-Rac1 activated beads, fluorescent GTP binding, flow cytometry; actives lie on both sides; 100% means binding = to untreated wells; P63000;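 active means GTP binding at least 20 percentage points away from the 100% baseline, in either direction, so actives lie on both sides; inconclusive means Compound likely fluorescent itself, or too few beads counted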
Rab2 wt GTP = changes GTP binding to wildtype dog Rab2A, up or down | P61105 | GST-Rab2 wt beads, Bodipy-GTP binding, flow cytometry | GTP binding activity, % at 10 µM | 0.19% of 190,000 active | AID 760;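 active means GTP binding activity at least 20 points away from 100%, either lowered or raised; inconclusive means signal likely due to the compound's own green fluorescence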;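 further: 0% = beads with excess unlabeled GTP and 100% = no-compound control corrected for plate trend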
HRas wt GTP bind = changes GTP binding to wildtype human HRas; GST-Ras wt beads, Bodipy-FL-GTP binding, flow cytometry; actives lie on both sides; P01112; GTP binding activity, % at 10 µM; 0.14% of 190,000 active; AID 759;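 active means GTP binding activity at least 20% away from the 100% baseline, either lowered as inhibitor or raised as activator; inconclusive means flagged as likely green fluorescent, judged across all proteins in the well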;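 further: 0% = unlabeled GTP competition control and 100% = no-compound control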
Target sequence (P01112 whole entry, looked up): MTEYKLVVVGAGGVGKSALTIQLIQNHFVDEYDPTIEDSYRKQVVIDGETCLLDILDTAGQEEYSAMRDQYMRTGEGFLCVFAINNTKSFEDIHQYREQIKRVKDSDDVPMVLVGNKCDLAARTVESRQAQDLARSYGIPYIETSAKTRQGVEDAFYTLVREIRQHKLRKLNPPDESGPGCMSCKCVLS
Bcl-B Bim block = inhibitors of Bim-Bcl-B interaction, human. bead-based flow cytometry, Bim peptide-Bcl-B binding. 0.073% of 190,000 active. Q9HD36. inhibition, % at 10 µM;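 further: 0% = tracer peptide without compound and 100% = reference inhibitor peptide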
Target sequence (Q9HD36 whole entry, looked up): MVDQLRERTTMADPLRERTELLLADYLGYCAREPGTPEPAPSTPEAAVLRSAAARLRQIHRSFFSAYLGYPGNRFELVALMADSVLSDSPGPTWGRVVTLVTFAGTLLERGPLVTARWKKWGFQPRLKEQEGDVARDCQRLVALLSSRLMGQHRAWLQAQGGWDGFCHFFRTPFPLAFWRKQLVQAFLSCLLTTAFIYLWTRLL
Bcl-W Bim block = disrupts Bim peptide binding to human Bcl-W | inhibition, % at 10 µM | bead-based flow cytometry | 0.02% of 190,000 active;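 further: 0% = bound tracer without compound and 100% = peptide blocker; higher means less fluorescent Bim peptide bound to Bcl-W beads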
Target sequence (Q92843 whole entry, looked up): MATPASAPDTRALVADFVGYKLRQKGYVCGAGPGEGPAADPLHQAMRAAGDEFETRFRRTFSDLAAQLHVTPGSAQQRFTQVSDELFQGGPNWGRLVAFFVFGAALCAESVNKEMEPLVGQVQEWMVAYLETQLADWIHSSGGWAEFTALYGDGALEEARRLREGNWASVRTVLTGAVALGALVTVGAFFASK
Bfl-1 Bim block = inhibitors of Bim-Bfl-1 interaction, human. Bead-based flow cytometry, Bim-Bfl-1 binding inhibition. inhibition, % at 10 µM. 0.12% of 190,000 active;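 further: 0% = wells without compound plus tracer and 100% = blocker peptide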
An asterisk follows results filed as active; ? = inconclusive. Unless noted, no stated cut-off is given here; in the data, active means inhibition above about 40%.

SMILES | Cdc42 wt GTP | Rab7 wt GTP bind | Rac1 wt GTP bind | Bim-Bcl-XL | Bcl-2 Bim block | Rac1 act GTP bind | Rab2 wt GTP | HRas wt GTP bind | Bcl-B Bim block | Bcl-W Bim block | Bfl-1 Bim block
Cc1ccc(OCCC(=O)OCC(=O)NCCc2ccccc2)cc1 | 101 | 96 | 101 | 2 | -1 | 95 | 97 | 95 | 0 | -3 | -4
O=C(NCCO)/C(=C/c1ccc2c(c1)OCO2)NC(=O)c1ccc(Br)cc1 | 94 | 100 | 100 | 2 | -2 | 97 | 97 | 96 | 0 | 1 | -4
CCCCC(=O)OCC(=O)c1[nH]c(C)c(C(=O)OCC)c1C | 102 | 98 | 102 | -4 | 0 | 99 | 99 | 100 | -3 | 2 | -12
CCc1cc(OCCCCNCc2ccccc2)ccc1Cl | 104 | 93 | 100 | -5 | 0 | 104 | 100 | 101 | -6 | -3 | -1
COC(=O)c1ccccc1NC(=O)CSc1nc(C)cc(C)n1 | 99 | 106 | 98 | -1 | -6 | 93 | 99 | 101 | -6 | -1 | -9
Cc1ccc(C(=O)Nc2c(C(=O)NCc3ccco3)cnn2-c2ccccc2)cc1 | 106 | 104 | 108 | -7 | -7 | 102 | 104 | 105 | -5 | 3 | -10
O=c1c(S(=O)(=O)c2ccc(Cl)cc2)cn(Cc2cccc(F)c2)c2ccc(F)cc12 | 99 | 101 | 100 | -7 | 0 | 98 | 101 | 99 | -2 | -2 | 3
COc1cc2c3nnc(-c4ccc(F)cc4)c-3cn(Cc3ccc(F)cc3)c2cc1OC | 101 | 101 | 105 | -5 | -1 | 101 | 100 | 101 | -4 | 0 | -3
Cc1cc(C)c(S(=O)(=O)c2ccccc2)c(N(C)C)n1 | 97 | 98 | 95 | -5 | 3 | 98 | 98 | 99 | -7 | 0 | -2
Cc1nc2nc(-c3cccs3)cn2nc1C | 100 | 98 | 102 | 1 | 3 | 97 | 100 | 99 | 0 | 4 | 3
O=C(Cc1c(O)c2ccccc2[nH]c1=O)OC1CCCCC1 | 104 | 100 | 100 | -2 | 0 | 98 | 104 | 101 | -1 | 0 | 0
Cc1cccn2c(CNCC3OCCc4ccccc43)c(C(=O)N3CCCCC3)nc12 (stereo not given) | 95 | 104 | 98 | -4 | -7 | 95 | 99 | 96 | -1 | 0 | -8
COC(=O)c1c(NC(=O)CC2Nc3cc(C)c(C)cc3NC2=O)sc(C)c1C (stereo not given) | 105 | 99 | 105 | -8 | -4 | 101 | 104 | 102 | -5 | -7 | -3
CC(=O)Nc1nc(COc2ccccc2)cs1 | 107 | 104 | 104 | -1 | 0 | 101 | 105 | 106 | 1 | -2 | 0
O=c1cc[nH]c2cccc(Cc3ccccc3)c12 | 105 | 98 | 105 | 0 | -2 | 102 | 102 | 102 | -1 | -3 | -3
CCCCn1c(=S)[nH]c2ncccc2c1=O | 98 | 102 | 98 | -2 | -2 | 97 | 101 | 100 | -2 | 1 | -3
CCOc1ccccc1NS(=O)(=O)c1c(C)noc1C | 101 | 96 | 102 | 5 | 12 | 98 | 99 | 98 | 5 | 0 | 3
CC1(C)CC(=O)C2=C(C1)N(c1cccnc1)C(N)=C(C#N)C2c1cccs1 (stereo not given) | 95 | 95 | 99 | -4 | -7 | 98 | 96 | 93 | -4 | -2 | 0
COc1ccc(CCNC(=O)C2CCN(C(=O)NC3CCCCC3)CC2)cc1 | 102 | 100 | 105 | -1 | 5 | 97 | 98 | 99 | -2 | 2 | 0
O=C(NCc1ccc(OC(F)(F)F)cc1)C12CN(Cc3ccccc3)CC1C(c1cccc([N+](=O)[O-])c1)=NO2 (stereo not given) | 96 | 93 | 97 | -7 | -11 | 94 | 96 | 95 | -10 | -3 | -9
CCc1c(C)nc2nc(NC(C)=O)[nH]n2c1=O | 103 | 104 | 104 | -1 | -11 | 102 | 100 | 103 | -7 | 0 | -16
CC(C)CNC(=O)c1cc(-c2ccc(Br)cc2)on1 | 107 | 99 | 109 | -9 | -8 | 102 | 101 | 104 | -7 | 1 | -17
CC(C)(C)n1nnnc1CN(Cc1cccnc1)Cc1ccccc1Cl | 104 | 100 | 105 | 0 | 0 | 101 | 102 | 103 | -2 | 0 | 0
Cc1cccc(CN2C(=O)N/C(=C/c3ccc(C)s3)C2=O)c1 | ? | ? | ? | -3 | -9 | ? | ? | ? | -12 | 2 | -10
COc1ccc(N(C)S(=O)(=O)c2c(C)noc2C)c(OC)c1 | 99 | 92 | 97 | -2 | 0 | 95 | 96 | 96 | -4 | -1 | -3
COc1ccc(NC(=O)COC(=O)COc2ccc(Br)cc2)cc1 | 96 | 102 | 98 | 1 | -2 | 92 | 95 | 98 | -2 | -2 | -7
Fc1cccc(CSc2ccc(-c3ccco3)nn2)c1 | 98 | 98 | 100 | -4 | -2 | 97 | 96 | 100 | 0 | -2 | 3
COc1ccc(NC(=O)NC2CCN(C(C)C)CC2)c(OC)c1 | 98 | 101 | 99 | -11 | -12 | 97 | 99 | 100 | -12 | -2 | -17
O=C(Nc1ccc(OC(F)F)c(Cl)c1)[C@@H]1CCCN1C(=O)c1cccs1 | 101 | 100 | 103 | -4 | -3 | 98 | 97 | 99 | -7 | -1 | -3
Cc1ccccc1N(CC(=O)NCc1ccco1)C(=O)CCC(=O)Nc1nccs1 | 92 | 92 | 100 | -1 | 0 | 96 | 94 | 95 | 2 | -1 | 1
O=C(N/N=C/c1cccnc1)c1ccc([N+](=O)[O-])cc1 | 99 | 94 | 103 | -5 | -2 | 99 | 98 | 99 | 0 | 2 | -2
Cc1cccc(C(CC(=O)NCCc2ccccc2)c2ccccc2)c1O (stereo not given) | 95 | 97 | 99 | -2 | -4 | 95 | 96 | 97 | -6 | -6 | -8
COc1ccc(/C=N/NS(C)(=O)=O)c(OC)c1 | 99 | 105 | 101 | -2 | -4 | 97 | 100 | 100 | -3 | -4 | -11
CCn1c(-c2nn(-c3ccc(C)cc3)ccc2=O)n[nH]c1=S | 97 | 105 | 96 | -3 | 0 | 95 | 97 | 95 | -5 | -1 | -4
CCn1c(O)c(C=NCCN2CCOCC2)sc1=S | 104 | 101 | 101 | -1 | -4 | 98 | 104 | 104 | -2 | -2 | -2
COc1cccc(NC(=O)Nc2nccc(C)n2)c1 | 101 | 108 | 100 | -5 | -5 | 96 | 100 | 100 | -4 | -5 | -4
Cc1ccc(S(=O)(=O)N(CC(O)CN2C(=O)NC(C)(C)C2=O)c2ccccc2)cc1 (stereo not given) | 98 | 94 | 99 | -1 | -1 | 95 | 95 | 98 | -2 | -1 | -1
O=S(=O)(c1ccccc1)n1c(C(O)c2ccccn2)cc2ccccc21 (stereo not given) | 103 | 99 | 104 | -8 | -7 | 101 | 101 | 101 | -9 | -4 | -17
Cc1cccc(S(=O)(=O)C(C#N)c2nc3ccccc3nc2N2CC(C)OC(C)C2)c1 (stereo not given) | 89 | 94 | 86 | -2 | -1 | 87 | 85 | 89 | 0 | -1 | -1
Fc1ccccc1NC(=S)N1CCN(C/C=C/c2ccccc2)CC1 | 100 | 101 | 101 | -3 | -1 | 101 | 99 | 102 | -7 | 0 | 0
Cn1c(=O)c(-[n+]2ccccc2)c([O-])c2ccccc21 | 101 | 97 | 102 | 4 | 3 | 98 | 101 | 97 | 0 | 0 | 2
COCCn1c(SCC(=O)N(C(C)C)C(C)C)nnc1-c1cc2ccccc2cc1O | 95 | 96 | 94 | -11 | 1 | 96 | 93 | 93 | 1 | 0 | -1
O=[N+]([O-])/C=C/c1cn(Cc2ccc(Cl)cc2)c2ccccc12 | 96 | 98 | 96 | 0 | 0 | 95 | 95 | 99 | 0 | 0 | 1
CC(CC(=O)NC(C)c1ccc2c(c1)OCCO2)c1ccccc1 (stereo not given) | 101 | 100 | 103 | -3 | 5 | 102 | 100 | 100 | -3 | -1 | 1
O=C1CCC2(C(=O)O)Sc3ccccc3N12 (stereo not given) | 106 | 102 | 107 | -3 | 1 | 103 | 103 | 104 | -3 | 4 | -6
CCC1CSC(Nc2ccc(C(=O)/C=C/c3ccc(Br)cc3)cc2)=N1 (stereo not given) | 96 | 100 | 98 | 0 | 6 | 98 | 99 | 96 | 0 | 2 | 3
CCc1nnc(NC(=O)C2CC(=O)N(c3ccc4c(c3)OCCO4)C2)s1 (stereo not given) | 102 | 96 | 101 | -7 | -2 | 97 | 100 | 98 | -1 | -2 | 0
O=C(COC(=O)c1ccccc1)Nc1ccc(Cl)cn1 | 98 | 104 | 100 | 0 | 1 | 96 | 98 | 99 | -6 | 1 | 0

3 entries picked at random from those above, as already listed:
SMILES | Cdc42 wt GTP | Rab7 wt GTP bind | Rac1 wt GTP bind | Bim-Bcl-XL | Bcl-2 Bim block | Rac1 act GTP bind | Rab2 wt GTP | HRas wt GTP bind | Bcl-B Bim block | Bcl-W Bim block | Bfl-1 Bim block
O=C1CCC2(C(=O)O)Sc3ccccc3N12 (stereo not given) | 106 | 102 | 107 | -3 | 1 | 103 | 103 | 104 | -3 | 4 | -6
O=C(COC(=O)c1ccccc1)Nc1ccc(Cl)cn1 | 98 | 104 | 100 | 0 | 1 | 96 | 98 | 99 | -6 | 1 | 0
COCCn1c(SCC(=O)N(C(C)C)C(C)C)nnc1-c1cc2ccccc2cc1O | 95 | 96 | 94 | -11 | 1 | 96 | 93 | 93 | 1 | 0 | -1

(further entries)
SMILES | Cdc42 wt GTP | Rab7 wt GTP bind | Rac1 wt GTP bind | Bim-Bcl-XL | Bcl-2 Bim block | Rac1 act GTP bind | Rab2 wt GTP | HRas wt GTP bind | Bcl-B Bim block | Bcl-W Bim block | Bfl-1 Bim block
Cc1ccc(NC(=O)c2ccc(NCC3CCCO3)c([N+](=O)[O-])c2)cc1Cl (stereo not given) | 105 | 100 | 106 | -3 | 0 | 100 | 99 | 103 | -9 | -4 | -5
CC(NC(=O)c1ccccc1F)C(=O)O (stereo not given) | 106 | 102 | 102 | 0 | -2 | 101 | 103 | 104 | 0 | 1 | 0
Cc1ccc(OCC(=O)N/N=C/c2cccn2C)cc1 | 100 | 96 | 99 | 0 | 0 | 98 | 98 | 98 | 1 | -1 | -1
O=C(Nc1ccc(CN2CCOCC2)cc1)c1ccc(N2CCCC2)c([N+](=O)[O-])c1 | 98 | 96 | 98 | 0 | -4 | 97 | 95 | 96 | -3 | 0 | -2
CCOc1ccc(OCC)c(NC(=O)CN(C)S(=O)(=O)c2cnc[nH]2)c1 | 101 | 98 | 99 | 0 | 1 | 98 | 99 | 100 | 0 | 0 | 1
Fc1ccc(NC(=S)N2CCCC2)cc1Cl | 102 | 99 | 103 | -3 | -4 | 101 | 103 | 104 | -4 | -2 | 0
OCCC1CN(CC#Cc2ccccc2)CCN1C1CCCC1 (stereo not given) | 98 | 98 | 104 | -1 | -2 | 97 | 101 | 98 | -1 | 0 | -3
CCN(CC)S(=O)(=O)c1ccc(N2CCOCC2)c(NC(=O)Cc2ccccc2F)c1 | 98 | 97 | 103 | 4 | 1 | 99 | 99 | 99 | 3 | 3 | 11
Cc1ccc(NS(=O)(=O)c2cccs2)cc1S(=O)(=O)N1CCCCCC1 | 93 | 98 | 97 | -1 | 1 | 93 | 93 | 95 | -2 | 0 | 0

Source: PubChem BioAssay
